Screens deposited in PubChem by MTDP.
RNase H inhibition: RNase H inhibition, HIV 1 Gag Pol polyprotein, FRET biochemical assay, screening (AID 372); 100,000 tested, 0.77% active; inhibition, % at 10 µM; hits with a dose series show IC50 in µM; HIV-1 RT RNase H, FRET RNA/DNA substrate fluorescence; higher % means a stronger effect; in the data active = inhibition above about 50%
An asterisk follows results filed as active. Not all compounds are listed; count on the stated rates, not on these rows.

structure,RNase H inhibition
CCOC(=O)c1c(C)oc2ccc(OCC(=O)c3ccc(Br)cc3)cc12,6.0%
CCCC1=C(C(=O)OCC)C(c2cccs2)C(C#N)=C(N)O1 (centres undefined),56.0%*
O=C(NCc1ccco1)N1CCCCC1,8.0%
CCOC(=O)c1ccc(-n2c(-c3ccco3)nc3ccccc3c2=O)cc1,3.0%
COc1ccc(OCC(=O)N/N=C/c2ccc(OC)c(Br)c2)cc1,2.0%
N#C/C(=C\c1ccc(I)o1)C(=O)Nc1ccc(F)cc1,0.0%
O=C(/C=C/c1ccco1)NCc1ccc2c(c1)OCO2,12.0%
Cc1cc(I)ccc1NC(=O)c1ccc([N+](=O)[O-])cc1,15.0%
CCOC(=O)N1CCN(C2CC(=O)N(c3ccc(Br)cc3)C2=O)CC1 (centres undefined),12.0%
O=C(Nc1ccc2c(c1)OCO2)c1cccc(F)c1,7.0%
CCN(CC)S(=O)(=O)c1cc(-c2nnc(-c3ccc(C)cc3)o2)ccc1C,3.0%
Clc1cc(Cl)c(OCCN2CCCCC2)c(Cl)c1,2.0%
COc1ccc(C(=O)NNC2=C(C(=O)C(F)(F)F)CCC2)cc1,12.0%
O=C(O)c1ccc(-c2ccc(OC(F)(F)F)cc2)o1,0.0%
COc1cc(C(=O)N2CC(C)OC(C)C2)c([N+](=O)[O-])cc1OC (centres undefined),7.0%
CCC1(c2ccccc2)C(=O)N(C(=O)c2ccccc2)C(=O)N(C(=O)c2cc(OC)c(OC)c(OC)c2)C1=O (centres undefined),2.0%
O=C(O)c1ccc(NC(=O)c2ccc(N3C(=O)c4ccccc4C3=O)cc2)cc1,4.0%
O=C(Nc1nnc(SCc2ccc(F)cc2)s1)Nc1ccc(Cl)cc1Cl,49.0%
CC1(C)CC(=O)c2cnc(NC(=O)Cc3ccc(Cl)cc3)nc2C1,1.0%
C=CCN1C(=O)/C(=C/c2cccc(OCCOc3cc(C)cc(C)c3)c2)SC1=S,12.0%
O=[N+]([O-])c1cccc(S(=O)(=O)NCc2ccccn2)c1,0.0%
Cc1ccccc1COc1ccc(C=C2C(=O)NC(=S)NC2=O)cc1,60.0%*
CC1CCN(C(=O)/C(=C\c2ccco2)NC(=O)c2ccccc2)CC1,6.0%
COc1ccccc1/C=C1\SC(=S)N(C(C(=O)O)C(C)C)C1=O (centres undefined),11.0%
O=C(CSc1ccc(Cl)cc1)Nc1ccccc1,33.0%
COc1ccc2oc(=O)c(C(=O)Nc3ccc(C(=O)O)cc3)cc2c1,12.0%
CCCc1ccc(-c2nc(-c3ccc(C)cc3)no2)cc1,9.0%
O=C(N/N=C/c1cccnc1)c1ccc(Br)o1,11.0%
O=C(/C=C/c1ccccc1)NC(=S)Nc1ccc(O)c(-c2nc3ccccc3s2)c1,39.0%
Cc1ccccc1-c1cc(C(=O)Nc2ccccc2C(F)(F)F)c2ccccc2n1,3.0%
Cn1ncc(Cl)c1C(=O)N(C(=O)c1c(Cl)cnn1C)c1ccccn1,3.0%
CCCOc1ccc(C(=O)Nc2ccc(NC(=O)c3ccco3)c(OC)c2)cc1,7.0%

Next section, starting with the last 3 of the part before.
structure,RNase H inhibition
Cc1ccccc1-c1cc(C(=O)Nc2ccccc2C(F)(F)F)c2ccccc2n1,3.0%
Cn1ncc(Cl)c1C(=O)N(C(=O)c1c(Cl)cnn1C)c1ccccn1,3.0%
CCCOc1ccc(C(=O)Nc2ccc(NC(=O)c3ccco3)c(OC)c2)cc1,7.0%
O=C1/C(=C\c2ccc(-c3ccc(Br)cc3)o2)SC(=S)N1c1cccc(Cl)c1,11.0%
CC1=C(C(=O)OC(C)C)C(c2cccc(O)c2)C2=C(CC(c3cccs3)CC2=O)N1 (centres undefined),7.0%
COc1ccc(/C=N/NC(=O)CSc2nnc(C)n2-c2ccccc2)cc1,6.0%
Cc1ccc2nc(-c3ccc(N=Cc4ccccc4O)cc3)sc2c1,5.0%
Cc1c(Cl)cccc1NC(=O)C(=O)NCC(O)c1ccccc1 (centres undefined),16.0%
COc1ccc(N(C(C)C(=O)Nc2ccc(OC)c(Cl)c2)S(C)(=O)=O)cc1 (centres undefined),0.0%
COc1cc(/C=C(\C#N)c2nc(-c3ccc(Br)cc3)cs2)ccc1O,8.0%
Cc1ccc(/C=C2\SC(=S)N(c3c(C)n(C)n(-c4ccccc4)c3=O)C2=O)cc1,7.0%
O=C(COC(=O)c1ccco1)OCN1C(=O)c2ccccc2C1=O,5.0%
O=C(CCN1C(=O)c2ccccc2C1=O)Nc1cccnc1,0.0%
Cc1nnc(C)n1/N=C\c1cccc(Br)c1,3.0%
N#C/C(=C\c1ccc(OCc2ccccc2)cc1)c1nc(-c2ccccc2)cs1,3.0%
COc1ccc(C(=O)N=Nc2c(O)n(CN(C)C)c3ccc(Br)cc23)cc1,49.0%
O=C(NN=C(/C=C/c1ccccc1)/C=C/c1ccccc1)c1ccccc1Cl,26.0%
COc1cccc(OC)c1C(=O)N1CCCCC1,0.0%
c1ccc(NC2=Nc3cccc4cccc2c34)cc1,12.0%

Other compounds.
| Molecule | RNase H inhibition |
| --- | --- |
| COc1ccc(C2/C(=C(\O)c3ccc(C)cc3)C(=O)C(=O)N2CCCC(=O)O)c(OC)c1 (centres undefined) | 9.0% |
| Cc1cc(C)nc(NS(=O)(=O)c2ccc(NC(=S)NC(=O)/C=C/c3ccc(F)cc3)cc2)n1 | 3.0% |
| CCOc1ccc(S(=O)(=O)N(CC(=O)Nc2ccc(OC)c(OC)c2)c2ccc(C)cc2)cc1 | 18.0% |
| COC(=O)c1ccccc1NC(=O)c1ccccc1Br | 5.0% |
| CCOc1ccc2nc(C)c(C/C=C(/C)Cl)c(Cl)c2c1 | 11.0% |
| O=C1c2ccccc2C(O)(c2ncc[nH]2)N1c1cccc(F)c1 (centres undefined) | 8.0% |
| O=C(NCCc1ccccc1)C(=O)Nc1cccc(Cl)c1 | 3.0% |
| Cc1cc(=O)oc2cc(OC(=O)c3ccc([N+](=O)[O-])cc3Cl)ccc12 | 25.0% |
| Cc1ccc(-c2csc(/N=C/c3ccccc3O)n2)cc1 | 14.0% |
| Cc1cccc(/C=C2/SC(=O)N(CN3CCCCC3)C2=O)c1 | 4.0% |
| CC(=O)NC1=NC(=O)/C(=C\c2ccc(-c3ccc(C(=O)O)cc3)o2)S1 | 4.0% |
| O=C(COc1c(F)c(F)c(C(F)(F)F)c(F)c1F)Nc1ccc(Cl)c(Cl)c1 | 18.0% |
| CC(C)(C)c1ccc(O)c(N=Cc2cc3c(cc2Cl)OCO3)c1 | 10.0% |
| COc1cc(C2C(C(=O)OCCc3ccccc3)=C(C)NC3=C2C(=O)CC(c2ccc(Cl)cc2)C3)ccc1O (centres undefined) | 8.0% |
| COC(=O)c1ccccc1NC(=S)NC(=O)c1cc2ccccc2cc1OC | 13.0% |
| CCC1(C)CC(CCNCc2ccc(F)cc2)(c2ccc(C)cc2)CCO1 (centres undefined) | 12.0% |
| Cc1cc(/C=C(\C#N)C(=O)Nc2ccccc2)c(C)n1-c1ccc2c(c1)OCO2 | 32.0% |
| COc1ccc(N2C(=O)CC(C3CCCO3)C2=O)cc1 (centres undefined) | 11.0% |
| CCOc1ccc(-c2cc(C(=O)Nc3ncccc3C)c3ccccc3n2)cc1 | 4.0% |
| Cc1ccc(C(=O)Nc2ncccc2Cl)o1 | 5.0% |
| Cc1sc(NC(=O)Nc2ccc(Cl)c(Cl)c2)c(C(N)=O)c1C | 5.0% |
| COc1cc(/C=C2\SC(=S)NC2=O)cc(Br)c1O | 15.0% |
| COc1ccc(NC(=O)c2cc3nc(-c4ccccc4)cc(-c4ccccc4)n3n2)c(OC)c1 | 13.0% |
| CCOC(=O)c1c(C)oc2ccc(N(C(=O)c3ccncc3)S(=O)(=O)c3ccc(C)cc3)cc12 | 62.0%* |
| CCCN1C(=O)c2ccccc2NC1c1ccc(OC)c(COc2ccc([N+](=O)[O-])c(C)c2)c1 (centres undefined) | 19.0% |
| COc1ccc(NC(=O)COc2ccc(Br)cc2Cl)cc1Cl | 0.0% |
| O=C(COc1ccc(Br)cc1)Nc1cc(Cl)cc(Cl)c1 | 12.0% |
| O=C(O)c1ccc2c3c(cccc13)C(=O)N(c1ccccc1)C2=O | 21.0% |
| CCN(CC)c1ccc(C2Nc3ccccc3NC3=C2C(=O)CC(c2ccc(OC)cc2)C3)cc1 (centres undefined) | 21.0% |
| CC1=C(C(=O)Nc2cccc(C)n2)C(c2cccc([N+](=O)[O-])c2)C2=C(CC(C)(C)CC2=O)N1 (centres undefined) | 2.0% |
| COc1ccccc1NC(=O)CC1S/C(=N\N=C(/C)c2ccc(Cl)cc2)NC1=O (centres undefined) | 21.0% |
| Cc1cc(C)nc(SCC(=O)c2cccs2)n1 | 13.0% |
| CNC(=O)c1c(-c2ccccc2Cl)noc1C | 10.0% |
| COc1ccc(C2=C/C(=C\c3cc([N+](=O)[O-])ccc3Cl)C(=O)O2)cc1 | 41.0% |
| COc1ccc(C2CC(=O)C3=C(C2)Nc2ccccc2NC3c2ccc(-c3ccccc3)cc2)cc1OC (centres undefined) | 7.0% |
| N#C/C(=C\Nc1ccc(Cl)cc1)c1nc(-c2cc3ccccc3oc2=O)cs1 | 36.0% |
| CCCN1C(=O)c2ccccc2NC1c1ccc(F)cc1 (centres undefined) | 6.0% |
| Cc1ccc(S(=O)(=O)N(Cc2ccccc2)c2ccccn2)cc1[N+](=O)[O-] | 1.0% |
| O=C(CSc1nc2ccc([N+](=O)[O-])cc2s1)Nc1ccc2ccccc2c1 | 6.0% |
| Nc1nc2ccccc2n1/N=C/c1ccc([N+](=O)[O-])cc1 | 0.0% |
| COc1cc(C2C3=C(CC(C)(C)CC3=O)OC3=C2C(=O)CC(C)(C)C3)cc2sc(=O)oc12 | 21.0% |
| Cc1cc(/C=C(\C#N)C(=O)Nc2ccc(F)cc2)c(C)n1-c1cccc(Cl)c1 | 1.0% |
| Cc1ccc(NC(=O)c2ccccc2Cl)c(Br)c1 | 7.0% |
| O=C(NCCCN1CCOCC1)C(=O)NC1CCCCC1 | 0.0% |
| O=C(NCc1cccs1)c1nc2nc(-c3ccccc3)cc(C(F)(F)F)n2n1 | 8.0% |

Reprinted from the part before: 6 compounds; new compounds follow.
| Molecule | RNase H inhibition |
| --- | --- |
| Nc1nc2ccccc2n1/N=C/c1ccc([N+](=O)[O-])cc1 | 0.0% |
| COc1cc(C2C3=C(CC(C)(C)CC3=O)OC3=C2C(=O)CC(C)(C)C3)cc2sc(=O)oc12 | 21.0% |
| Cc1cc(/C=C(\C#N)C(=O)Nc2ccc(F)cc2)c(C)n1-c1cccc(Cl)c1 | 1.0% |
| Cc1ccc(NC(=O)c2ccccc2Cl)c(Br)c1 | 7.0% |
| O=C(NCCCN1CCOCC1)C(=O)NC1CCCCC1 | 0.0% |
| O=C(NCc1cccs1)c1nc2nc(-c3ccccc3)cc(C(F)(F)F)n2n1 | 8.0% |
| CCC1=NN2C(=N)/C(=C/c3ccc(F)cc3)C(=O)N=C2S1 | 4.0% |
| COc1ccc(/C=N/c2nc3ccccc3n2Cc2ccc(C)cc2)cc1 | 10.0% |
| COc1ccc(NC(=O)/C(C#N)=C/c2cc(C)n(-c3cccc(Cl)c3)c2C)cc1 | 13.0% |
| Cc1ccccc1C(=O)NC(=S)Nc1ccc(Cl)cn1 | 43.0% |
| COc1cc(C2Nc3ccc(C(=O)c4ccccc4)cc3NC3=C2C(=O)CCC3)ccc1O (centres undefined) | 4.0% |
| CCOc1ccc(S(=O)(=O)N(CC(=O)N/N=C(\C)c2ccccc2O)c2ccc(C)cc2)cc1 | 27.0% |
| O=C(c1ccccc1F)N1CCN(c2cc(N3CCCCC3)c(F)cc2[N+](=O)[O-])CC1 | 11.0% |
| CCCCCCCCNc1nc(OC)nc(OC)n1 | 12.0% |
| C=CCNC(=O)CC(=O)N/N=C/c1ccccc1F | 4.0% |
| Cc1ccc(Cl)c(OCCCCN2CCOCC2)c1 | 0.0% |
| CCn1c2ccccc2c2cc(NC(=O)c3cccs3)ccc21 | 6.0% |
| Cc1ccc(-c2nn(-c3ccccc3)cc2/C=N/O)o1 | 10.0% |
| Cc1cc(C(=O)N/N=C/c2ccc(O)cc2)c(C)o1 | 11.0% |
| CCOC(=O)Cn1c(C)cc(=O)c2cc(OC)ccc21 | 0.0% |
| Oc1c(Cl)cc(Cl)cc1C=Nc1ccc(-c2nc3ccccc3[nH]2)cc1 | 0.0% |
| Cc1c(NC(=O)Cc2ccccc2)cccc1-c1nc2cc(Cl)ccc2o1 | 19.0% |
| O=C(O)CCCCCN1C(=O)C(=O)/C(=C(/O)c2ccc(F)cc2)C1c1ccc(O)cc1 (centres undefined) | 0.0% |
| Cc1ccc(C(=O)Nc2cc(C)ccc2C)cc1 | 0.0% |
| COc1ccccc1N1CCN(C(=O)CCc2ccccc2)CC1 | 4.0% |
| COc1ccc(Cl)cc1NC(=O)C1=C(C)NC(=O)NC1c1ccc([N+](=O)[O-])cc1 (centres undefined) | 0.0% |
| Cc1cc(NC(=O)COC(=O)C(CC(C)C)NC(=O)c2ccccc2)no1 (centres undefined) | 5.0% |
| COc1ccc(NC(=O)CN(c2ccc(OC)cc2)S(C)(=O)=O)cc1 | 6.0% |
| CC1=NN(C(=O)CCc2ccccc2)C(O)(c2ccc(Br)cc2)C1 (centres undefined) | 0.0% |
| Cc1c(/C=N/NC(=O)C2COc3ccccc3O2)c2ccccc2n1C (centres undefined) | 47.0% |
| CCCOC(=O)c1ccc(NC(=O)c2ccc(OCc3ccccc3)cc2)cc1 | 4.0% |
| Cc1cc(/C=C2/SC(=O)NC2=O)c(C)n1-c1ccc(F)cc1 | 21.0% |
| O=C(Nc1cccc(C(F)(F)F)c1)c1ccccc1 | 10.0% |
| O=C1NC(=S)N(c2ccccc2F)C(=O)/C1=C/c1ccc(-c2ccc(Cl)cc2[N+](=O)[O-])o1 | 18.0% |
| CCOc1ccc(C(=O)/C=C/c2cc(OC)c(OC)c(OC)c2)cc1 | 9.0% |
| Cc1ccc(OCC(=O)Nc2cc([N+](=O)[O-])ccc2C)c(C)c1 | 9.0% |
| O=C1NC(=S)N/C1=C/c1cc([N+](=O)[O-])cc([N+](=O)[O-])c1O | 14.0% |
| COc1ccc(CN2CCN(Cc3ccc(F)cc3)CC2)cc1OC | 11.0% |
| CC(=O)Nc1ccc(S(=O)(=O)N2CCCCCC2)cc1 | 0.0% |
